mIAP block: inhibitors of mouse IAP, primary screen, biochemical, luminescence, uHTS; purified mouse IAP, CDP-Star luminescence, 30 min; inhibition, % at 10 µM; AID 2806, 2010; hit rate 0.2% among 330,000; intestinal alkaline phosphatase [Mus musculus];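 active means inhibition of at least 40% at 10 µM in the primary screen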;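 further: plate controls were DMSO with enzyme for no effect and no enzyme wells for full effect; values of inactives mirror those of a sister screen read the other way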
hIAP activ: human IAP activators, primary screen, biochemical, luminescence, uHTS; purified human IAP, CDP-Star luminescence, 30 min; stronger effect = higher value; 1 = vehicle-only enzyme, 0 = enzyme-free background; activation factor at 10 µM; hit rate 0.16% among 330,000; AID 2524, 2010;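 active means activation factor of the enzyme at least 2-fold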; further: the source names both 10 and 20 µM as test concentration; values of inactives mirror those of a sister screen read the other way
Target sequence (P09923 whole entry, looked up): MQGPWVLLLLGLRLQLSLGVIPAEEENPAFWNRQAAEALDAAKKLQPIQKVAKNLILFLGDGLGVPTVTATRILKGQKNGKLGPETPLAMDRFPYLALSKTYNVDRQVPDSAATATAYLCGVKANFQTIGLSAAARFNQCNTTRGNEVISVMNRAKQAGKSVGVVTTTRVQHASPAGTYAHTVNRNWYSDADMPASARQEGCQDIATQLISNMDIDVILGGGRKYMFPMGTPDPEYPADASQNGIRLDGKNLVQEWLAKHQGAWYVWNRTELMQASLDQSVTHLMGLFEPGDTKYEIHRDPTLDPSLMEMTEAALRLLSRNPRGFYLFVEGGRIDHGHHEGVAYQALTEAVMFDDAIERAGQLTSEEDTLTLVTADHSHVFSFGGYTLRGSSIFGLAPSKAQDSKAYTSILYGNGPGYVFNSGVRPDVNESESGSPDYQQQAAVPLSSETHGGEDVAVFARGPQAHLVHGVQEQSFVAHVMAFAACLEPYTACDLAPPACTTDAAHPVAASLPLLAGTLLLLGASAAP
Apaf-1 inh: inhibitors of human Apaf-1 apoptosome, primary screen, biochemical, DEVD-Rh110 fluorescence, uHTS; Apoptotic protease-activating factor 1 (Homo sapiens), O14727; reconstituted apoptosome caspase-3 activity; inhibition, % at 20 µM; hit rate 0.71% among 330,000; AID 489030, 2010; active means inhibition of at least 40% at 20 µM;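 further: plate controls were DMSO wells for no effect and DEVD-CHO caspase inhibitor wells for full effect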
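Material: reconstituted apoptosome with Apaf-1, cytochrome c, caspase-9, procaspase-3, dATP / Buffer or medium: pH 7.5 Hepes buffer with CHAPS, BSA, DTT / Also added: cytochrome c with DEVD-Rh110 / Schedule: compound with Apaf-1, dATP, procaspase-3 30 min, then 50 min reaction, room temperature / Technique: rhodamine 110 fluorescence at Ex 480/Em 540 nm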
ATG4B inhibitor: ATG4B protease inhibitors, primary screen, biochemical, fluorescence, uHTS | ATG4B cleavage of LC3-PLA2, NBD-HPC fluorescence, 1 h | inhibition, % at 8.33 µM | hit rate 0.51% among 340,000 | AID 504462, 2011; in the data active means inhibition above about 40%
Target sequence (Q9Y4P1 whole entry, looked up): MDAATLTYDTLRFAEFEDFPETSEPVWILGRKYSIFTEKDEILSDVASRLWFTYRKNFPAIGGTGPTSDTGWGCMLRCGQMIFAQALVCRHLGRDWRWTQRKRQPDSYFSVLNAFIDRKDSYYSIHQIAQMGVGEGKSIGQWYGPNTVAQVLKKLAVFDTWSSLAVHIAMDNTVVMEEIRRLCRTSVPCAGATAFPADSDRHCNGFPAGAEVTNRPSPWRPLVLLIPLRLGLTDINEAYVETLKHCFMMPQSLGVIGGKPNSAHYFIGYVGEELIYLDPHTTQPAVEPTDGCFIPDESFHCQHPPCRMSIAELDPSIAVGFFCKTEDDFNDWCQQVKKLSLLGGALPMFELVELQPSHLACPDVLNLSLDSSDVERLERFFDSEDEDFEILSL
mIAP act: activators of mouse IAP, primary screen, biochemical, luminescence, uHTS; muIAP, CDP-Star luminescence, 30 min; stronger effect = higher value; 1 = vehicle-only enzyme signal, 0 = enzyme-free wells; activation factor at 10 µM; hit rate 0.24% among 330,000; AID 2805, 2010;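 active means activation factor of at least 2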; further: the source names both 10 and 20 µM as test concentration; values of inactives mirror those of a sister screen read the other way
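also added = chemiluminescent substrate CDP-Star | test system = mouse IAP enzyme | signal = chemiluminescence readout | compound = DMSO-dissolved test compounds | incubation = 30 min at room temperature | benchmarks = DMSO wells, no-enzyme wells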
TIM10 inh: growth inhibitors of isogenic TIM10 control yeast, primary screen, counter-screen for tim10-1 yeast inhibitor project, luminescence, uHTS; S. cerevisiae TIM10 strain growth, BacTiter-Glo luminescence, 24 h; inhibition, % at 10 µM; hit rate 1.4% among 330,000; AID 463195, 2010;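 active means inhibition of 40% or more at the single tested concentration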;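 further: wild-type TIM10 isogenic control strain grown at permissive 25 °C; 0% = DMSO yeast wells and 100% = minimal medium wells without yeast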
hIAP inh: human IAP inhibitors, primary screen, biochemical, luminescence, uHTS; Intestinal-type alkaline phosphatase (Homo sapiens), P09923; purified IAP, CDP-Star luminescence, 30 min; inhibition, % at 10 µM; hit rate 0.12% among 330,000;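 active means inhibition reaching a set limit with compound at 10 µM in the primary screen, cut at about 35% in these data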;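 further: plate controls were DMSO wells with enzyme for no effect and no-enzyme buffer wells for full effect; values of inactives mirror those of a sister screen read the other way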
tim10-1 inh: growth inhibitors of tim10-1 mutant yeast, primary screen, luminescence, uHTS | S. cerevisiae tim10-1 ts strain growth, BacTiter-Glo, 24 h | inhibition, % at 20 µM | hit rate 2.2% among 330,000;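 active means inhibition of at least 40%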;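 further: mutant grown at 25 °C; 0% = DMSO wells with yeast and 100% = wells holding no yeast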
NLRP3 yeast inh: NALP3 inflammasome inhibitors in reconstituted yeast, primary screen, luminescence, uHTS. Yeast reconstituted NLRP3/ASC/caspase-1, beta-gal luminescence, 24 h. inhibition, % at 10 µM. hit rate 0.39% among 330,000. AID 2825, 2010;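 active means inhibition of 50% or more; inactive means inhibition below 50%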;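 further: plate controls were induced DMSO wells for no effect and uninduced yeast grown without galactose for full effect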
The depositor's hits bear a star.

The first three entries, ahead of the listing:
The line under a structure holds: NLRP3 yeast inh | TIM10 inh | mIAP block | hIAP inh | Apaf-1 inh | ATG4B inhibitor | mIAP act | tim10-1 inh | hIAP activ
Cn1cccc1C(=O)NC(=O)CSc1cccc[n+]1[O-]
 : 11.4 | 3.1 | 0.9 | 3.8 | 2.9 | -5.2 | 0.991 | 1.6 | 0.962
CS(=O)(=O)N1N=C(c2ccccc2)CC1c1ccc2nccnc2c1 (stereo not given)
 : 14.4 | 4.3 | 3.8 | -7.6 | 3.1 | 8.8 | 0.962 | -0.5 | 1.08
O=C(CSc1ccccn1)N1CCCC(Nc2ccc(F)c(F)c2)C1 (stereo not given)
 : 14.7 | -1.8 | -10.2 | -5.0 | 22.1 | 8.7 | 1.1 | 22.4 | 1.05

The list itself, previewed entries included:
The line under a structure holds: NLRP3 yeast inh | TIM10 inh | mIAP block | hIAP inh | Apaf-1 inh | ATG4B inhibitor | mIAP act | tim10-1 inh | hIAP activ
Cn1cccc1C(=O)NC(=O)CSc1cccc[n+]1[O-]
 : 11.4 | 3.1 | 0.9 | 3.8 | 2.9 | -5.2 | 0.991 | 1.6 | 0.962
CS(=O)(=O)N1N=C(c2ccccc2)CC1c1ccc2nccnc2c1 (stereo not given)
 : 14.4 | 4.3 | 3.8 | -7.6 | 3.1 | 8.8 | 0.962 | -0.5 | 1.08
O=C(CSc1ccccn1)N1CCCC(Nc2ccc(F)c(F)c2)C1 (stereo not given)
 : 14.7 | -1.8 | -10.2 | -5.0 | 22.1 | 8.7 | 1.1 | 22.4 | 1.05
CCCn1nc(C(=O)OCC(=O)Nc2ncc(Cl)c(C)c2Cl)c2ccccc2c1=O
 : 8.8 | 1.8 | 4.4 | 6.9 | 8.0 | 5.7 | 0.955 | 10.4 | 0.931
c1ccc2[nH]c(CSc3nnc(-c4ccncc4)o3)nc2c1
 : 1.0 | -3.9 | 13.5 | 1.0 | -7.5 | 4.8 | 0.865 | -16.8 | 0.991
O=C(COc1ccccc1Cl)Nc1ccc2c(c1)OCO2
 : 43.4 | 5.0 | 1.3 | 6.7 | 3.4 | -11.1 | 0.987 | -5.5 | 0.933
CC(NC(=O)C12CC3CC(CC(C3)C1)C2)C(=O)NCCN(C)C (stereo not given)
 : 5.6 | -14.3 | 3.2 | 26.6 | 1.0 | 6.4 | 0.968 | 5.7 | 0.734
CCn1cc(/C=N\NC(=O)COc2cccc(C)c2C)c(C)n1
 : 2.7 | 6.4 | 5.6 | 3.1 | -12.8 | 1.1 | 0.944 | 13.7 | 0.969
Cc1ccc(C23CC4CC(CC(NC(=O)NC(C)(C)CO)(C4)C2)C3)cc1
 : 8.7 | 17.4 | -48.3 | 1.5 | 8.6 | 1.1 | 1.48 | 33.1 | 0.985
C=CCNc1nc(-c2c(C)nc3sccn23)cs1
 : 8.8 | 29.7 | 2.8 | 4.6 | 9.1 | -0.2 | 0.972 | 31.9 | 0.954
O=C1Nc2ccccc2C1c1ncc(C(F)(F)F)cc1Cl (stereo not given)
 : -2.3 | -10.8 | -0.4 | -9.3 | 8.4 | -4.2 | 1 | 23.3 | 1.09
COC(=O)c1ccc(NC(=O)CCn2c(=O)oc3ccccc32)cc1
 : 12.0 | -18.8 | -3.4 | -9.1 | 7.9 | -11.4 | 1.03 | 11.5 | 1.09
O=C(Nc1ccccc1)N(CCCN1CCOCC1)Cc1ccccc1F
 : 5.5 | -11.9 | -3.8 | 20.0 | -7.0 | -10.6 | 1.04 | -6.3 | 0.8
NS(=O)(=O)c1cccc(C(=O)NC2CCSc3ccccc32)c1 (stereo not given)
 : 2.9 | -9.7 | -21.2 | 4.9 | 5.4 | 13.1 | 1.21 | 13.4 | 0.951
COc1cccc(CN2CCC(CO)(CC3CCCCO3)CC2)c1 (stereo not given)
 : 20.5 | -8.6 | -5.7 | 2.6 | 4.5 | -1.3 | 1.06 | -5.4 | 0.974
O=C(COC(=O)c1ccncc1)Nc1cccc2ccccc12
 : -15.7 | 1.7 | -3.3 | 8.6 | -3.8 | -4.7 | 1.03 | 3.3 | 0.914
CCOc1ccc(NC(=O)C(C)C(Cc2ccc(C)cc2)C(=O)O)cc1 (stereo not given)
 : 12.5 | 0.3 | 1.9 | 11.0 | -2.2 | 1.5 | 0.981 | 4.0 | 0.89
CC(=O)Nc1cccc(C(=O)OCC(=O)NNC(=O)c2cccs2)c1
 : 18.7 | -4.4 | -0.8 | -3.5 | 1.0 | -1.1 | 1.01 | -8.0 | 1.03
COc1ccc(C(=O)NCc2csc(-c3cccs3)n2)cc1
 : 30.8 | 3.0 | 2.9 | 24.0 | -3.1 | -2.7 | 0.971 | -43.2 | 0.76
Cc1ccc(NC(=O)Cc2ccccc2F)cc1S(=O)(=O)N1CCCCCC1
 : -2.3 | 13.7 | -47.0 | 2.2 | 14.0 | -6.9 | 1.47 | 25.0 | 0.978
COc1ccc(/C=N/Nc2nc(NCc3ccco3)nc(Nc3ccc(OC)cc3)n2)cc1
 : 15.0 | 29.4 | -1.4 | -29.3 | 5.2 | 11.2 | 1.01 | 15.7 | 1.29
Cc1cccc(-n2c(SCc3cc(=O)n4ccsc4n3)nc3ccccc3c2=O)c1
 : 11.9 | -3.9 | -2.7 | 13.7 | 17.0 | 4.3 | 1.03 | 37.4 | 0.863
COCCN(C(=O)CSc1nnc(-c2cccs2)n1N)c1c(N)n(Cc2ccccc2)c(=O)[nH]c1=O
 : 6.1 | -0.4 | 2.9 | 2.4 | -0.6 | -3.2 | 0.971 | -14.1 | 0.976
CCOC(=O)c1cccc(NC(=O)CCc2nnc3ccc(N4CCCCC4)nn23)c1
 : -1.0 | 4.3 | 1.1 | -22.6 | 7.3 | 4.0 | 0.989 | -5.0 | 1.23
CCN(Cc1ccccc1)C(=O)CCS(=O)(=O)c1ccc2c(c1)n(C)c(=O)c(=O)n2C
 : 15.9 | -4.3 | 6.8 | 2.6 | 0.6 | 1.0 | 0.932 | 1.0 | 0.974
O=C(CN1CCN(S(=O)(=O)c2ccc(Br)cc2)CC1)Nc1ccc(F)cc1F
 : 28.1 | -6.2 | -6.3 | -12.8 | 12.7 | 4.6 | 1.06 | 25.4 | 1.13
CC(C)COc1cccc(-c2cc(C(=O)N/N=C/c3ccncc3)c3ccccc3n2)c1
 : -17.8 | 26.5 | 4.2 | -40.1 | 27.1 | -4.8 | 0.958 | 26.5 | 1.4
C=CCOc1cccc(C(=O)N2CCC(CCC(=O)NC3CC3)CC2)c1
 : 12.3 | 1.2 | -5.5 | 2.4 | -0.2 | 3.0 | 1.05 | -16.8 | 0.976
CC(=O)[C@H]1[C@@H]2C(=O)N(c3cccc(Cl)c3)C(=O)[C@@H]2[C@H]2c3ccccc3C=CN21
 : 11.8 | 13.0 | 9.5 | -0.8 | 73.0* | -4.0 | 0.905 | 22.5 | 1.01
Cc1cccc(NC2=C(NC(=O)c3ccccc3)C(=O)c3ccccc3C2=O)c1
 : 22.3 | 35.8 | 8.2 | 23.6 | 73.4* | -1.2 | 0.918 | 19.8 | 0.764
O=c1[nH]c2ccc(S(=O)(=O)N3CCCCC3)cc2o1
 : 1.8 | 10.2 | 79.8* | 4.4 | -6.3 | -7.5 | 0.202 | 3.2 | 0.956
CCOC(=O)[C@H]1[C@H]2COc3ccc(OC)cc3[C@@H]2N2C(=O)c3ccc(Cl)cc3NC(=O)[C@@]12C
 : 1.1 | 8.9 | -3.5 | 1.5 | 13.2 | -6.3 | 1.03 | 25.8 | 0.985
CCSc1nnc(NC(=O)c2ccccc2)s1
 : 42.9 | 3.7 | 14.4 | -1.9 | -3.8 | 6.8 | 0.856 | 0.8 | 1.02
Cn1cc([N+](=O)[O-])cc1-c1nc2ccccc2n1C
 : 1.4 | -4.7 | -1.6 | -19.1 | -9.5 | -2.3 | 1.02 | 1.4 | 1.19
Cc1sc(NC(=O)C(C)C)c(C(=O)Nc2ccccc2)c1C
 : 23.5 | 19.6 | -8.0 | 10.5 | -22.2 | -5.5 | 1.08 | 34.0 | 0.895
COC(=O)c1ccc(NC(=O)CSC2=NC(=O)C(c3ccccc3)C(=O)N2)cc1 (stereo not given)
 : 10.1 | 5.6 | 1.2 | -4.7 | -3.3 | -7.9 | 0.988 | 1.8 | 1.05
CC12CCC(C(=O)NC3CCCCC3)([C@H](Br)C1=O)C2(C)C (stereo not given in full)
 : 6.5 | -8.4 | -8.7 | -16.8 | -0.3 | -13.1 | 1.09 | 13.0 | 1.17
O=C(CSc1ccc(C(F)(F)F)cc1[N+](=O)[O-])Nc1ccc2ccccc2c1
 : 14.3 | -1.9 | 1.4 | -9.6 | 15.0 | 25.7 | 0.986 | 31.8 | 1.1
CN(c1ccc(C(=O)NCc2ccncc2)cc1)S(=O)(=O)c1ccc(Cl)cc1
 : 11.9 | 9.6 | 6.5 | 3.6 | 0.9 | -4.5 | 0.935 | -5.9 | 0.964
CC(C)C(NC(=O)c1ccc(C(C)(C)C)cc1)C(=O)Nc1ccc(N2CCOCC2)cc1 (stereo not given)
 : 20.9 | 7.5 | -9.6 | 8.3 | 12.0 | -1.0 | 1.1 | 0.4 | 0.917
CC1CC(C)CN(S(=O)(=O)c2ccc(C(=O)Nc3sccc3C(N)=O)cc2)C1 (stereo not given)
 : 20.3 | 3.8 | 9.8 | 7.7 | 3.7 | -1.7 | 0.902 | 14.3 | 0.923
CCOC(=O)c1ccc(N2C(=O)C3CCOc4ccccc4C32)cc1 (stereo not given)
 : -2.5 | -8.8 | -18.0 | 15.3 | 10.6 | -1.2 | 1.18 | 8.3 | 0.847
COc1ccc2cc3cc(C(=O)NCCc4ccc(OC)c(OC)c4)oc3nc2c1
 : 18.2 | 54.8* | 8.7 | 10.8 | 2.1 | -13.8 | 0.913 | 0.1 | 0.892
CCn1cc(CN2CCC(n3nccc3NC(=O)c3ccccc3OC)CC2)cn1
 : 22.7 | -3.0 | -8.3 | 8.0 | -0.7 | -0.9 | 1.08 | -10.6 | 0.92
O=C(NNC(=O)c1ccc(F)cc1)C(=O)N1CCCCC1
 : -7.5 | -13.1 | -2.8 | -2.6 | 6.4 | 7.3 | 1.03 | -7.3 | 1.03
CCc1cc(=O)oc2c(C)c(OCC(=O)NCCCn3ccnc3)ccc12
 : -0.1 | 1.7 | 0.3 | -15.5 | -2.3 | 0.5 | 0.997 | 12.6 | 1.16
CCOc1ccc(CNC(=O)CCc2cn(C)c3ccccc23)cc1
 : 25.5 | 2.0 | -2.7 | -9.7 | 2.8 | 10.3 | 1.03 | 6.6 | 1.1
CCC1(C)NC(=O)N(CC(=O)N2CCN(c3cccc(Cl)c3)CC2)C1=O (stereo not given)
 : -2.6 | 7.2 | -13.3 | 3.3 | 23.5 | -1.4 | 1.13 | 9.9 | 0.967
O=C(c1cc2ccccc2o1)N1CCCC1
 : 19.2 | -69.2 | -6.5 | 6.9 | 2.2 | 1.3 | 1.06 | -54.9 | 0.931
